Screens (PubChem BioAssay)
GRK2 aptamer HTS = compounds blocking aptamer binding on GRK2 – biochemical, human GRK2, bead flow cytometry, HTS, primary screen; actives 0.59% (n = 330,000); FAM-aptamer displacement from GRK2; Beta-adrenergic receptor kinase 1 (Homo sapiens), P25098; AID 488847, 2010; inhibition of aptamer binding, % at 10 µM;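 active = inhibition of aptamer binding above 40%, roughly 3 SD of noise, on plates passing a quality check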;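 also: median bead fluorescence of bound FAM aptamer so fluorescent compounds give negative values; no value below 0 was filed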
MCL1-BIM inh = inhibitors of MCL1 binding to BIM-BH3, primary screen, biochemical, fluorescence polarization; AID 2057, 2009; Induced myeloid leukemia cell differentiation protein Mcl-1 (Homo sapiens), Q07820; inhibition, % at 10.9 µM; GST-MCL1 / FITC-Bim-BH3 fluorescence polarization; actives 0.68% (n = 320,000);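 active = inhibition above the mean inhibition of all tested compounds plus 3 SD, set per campaign, cut at about 40% in these data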;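 also: 0% = DMSO wells and 100% = unlabeled Bim-BH3 peptide control; higher means more loss of mP so more displacement of Bim peptide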
VLA-4 inh = inhibition in human VLA-4 binding assay, primary screen, VLA-4 allosteric modulator project, MLPCN library, flow cytometry, VLA-4 expressing cells. actives 0.2% (n = 330,000). AID 2557, 2010. inhibition, % (about 7 µM as worked out from the volumes in the protocol). ligand binding flow cytometry; in the data active = inhibition above about 50%
Target sequence (P13612 whole entry, looked up): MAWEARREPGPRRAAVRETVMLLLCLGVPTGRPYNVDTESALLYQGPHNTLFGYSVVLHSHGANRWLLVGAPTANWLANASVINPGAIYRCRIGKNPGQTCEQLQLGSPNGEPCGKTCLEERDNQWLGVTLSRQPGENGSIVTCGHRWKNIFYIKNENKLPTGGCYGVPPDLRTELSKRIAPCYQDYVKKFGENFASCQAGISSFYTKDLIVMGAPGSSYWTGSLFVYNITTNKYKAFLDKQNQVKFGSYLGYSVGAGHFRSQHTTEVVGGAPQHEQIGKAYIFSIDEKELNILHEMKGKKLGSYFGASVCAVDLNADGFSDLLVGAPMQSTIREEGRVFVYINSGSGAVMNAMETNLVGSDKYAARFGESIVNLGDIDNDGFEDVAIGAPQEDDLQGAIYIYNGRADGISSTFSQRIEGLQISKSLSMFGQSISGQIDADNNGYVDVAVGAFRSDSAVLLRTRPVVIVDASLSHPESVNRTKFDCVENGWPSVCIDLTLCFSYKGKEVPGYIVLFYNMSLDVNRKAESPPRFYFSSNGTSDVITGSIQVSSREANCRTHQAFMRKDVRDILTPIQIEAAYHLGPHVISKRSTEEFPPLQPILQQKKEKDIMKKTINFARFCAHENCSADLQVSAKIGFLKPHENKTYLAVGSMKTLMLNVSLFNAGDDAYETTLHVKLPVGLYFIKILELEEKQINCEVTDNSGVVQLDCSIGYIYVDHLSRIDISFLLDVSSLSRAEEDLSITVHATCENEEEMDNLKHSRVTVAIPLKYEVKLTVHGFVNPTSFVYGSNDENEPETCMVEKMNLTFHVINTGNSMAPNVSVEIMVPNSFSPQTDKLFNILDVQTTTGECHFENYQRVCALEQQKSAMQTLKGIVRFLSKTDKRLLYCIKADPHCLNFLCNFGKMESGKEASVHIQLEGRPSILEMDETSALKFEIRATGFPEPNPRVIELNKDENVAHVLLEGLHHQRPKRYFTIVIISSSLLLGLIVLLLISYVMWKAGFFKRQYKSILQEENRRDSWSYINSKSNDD
GLD-1 TGE inh = GLD-1/TGE RNA complex disruptors, primary screen, biochemical, fluorescence polarization; Female germline-specific tumor suppressor gld-1 (Caenorhabditis elegans), Q17339; purified GLD-1 + fluorescein TGE RNA; inhibition, % at 5.96 µM; actives 0.44% (n = 320,000);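 active = percent inhibition above a per-plate cutoff, the plate mean of test compounds plus 3 SD, cut at about 30% in these data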;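 also: 0% = DMSO wells with GLD-1 and probe and 100% = wells lacking GLD-1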
Fam108B inh = mouse Fam108B serine hydrolase inhibitors, primary screen, counter-screen for RBBP9 inhibitor project, biochemical, fluorescence polarization | inhibition, % at 9.51 µM | recombinant Fam108B, FP-Rh probe fluorescence polarization | AID 1947, 2009 | actives 0.33% (n = 300,000);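 active = inhibition above the screen mean inhibition plus 3 SD, computed separately per campaign, cut at about 18% in these data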;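 also: inhibitors lower polarization as less probe binds the enzyme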
CIT2 TOR yeast = modulators of CIT2-GFP expression in yeast, primary screen, S. cerevisiae, GFP fusion, multiplex flow cytometry, MLPCN library | S. cerevisiae CIT2-GFP strain, 3 h; 100 means same as DMSO wells | actives 0.065% (n = 320,000) | GFP response vs DMSO, % at 10 µM;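 active = GFP response relative to DMSO above a set limit, near the screen mean plus 3 SD, cut at about 150% in these data; inconclusive = Fewer than 70 cells measured for a yeast strain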;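 also: ratio of well median GFP fluorescence to mean of DMSO wells on the plate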
MEX-5 binding = MEX-5 zinc finger RNA-binding disruptors – biochemical, C. elegans, fluorescence polarization, MLPCN library, primary screen; AID 1832, 2009; actives 0.38% (n = 300,000); Zinc finger protein mex-5 (Caenorhabditis elegans), Q9XUB2; MEX-5/FITC-TCR2 RNA binding; hits give low values; activity score (negative = inhibition of binding), % at 10 µM;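 active = inhibition past about -25% in most replicates, and total fluorescence under double the plate's negative control median, limit read from the data; inconclusive = replicates evenly split on the limit, or fluorescence at least double controls; inactive = too little inhibition in most replicates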;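 also: 0% = DMSO and -100% = 5 µM competing unlabeled TCR2 RNA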
BCLXL inh = inhibitors of human Bcl-xL, primary screen, biochemical, fluorescence polarization, HTS; actives 0.7% (n = 320,000); GST-Bcl-xL / FITC-Bim BH3 peptide fluorescence polarization; AID 2129, 2009; inhibition, % at 10.9 µM; Bcl-2-like protein 1 (Homo sapiens), Q07817;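 active = inhibition above the mean of all tested compounds plus 3 SD, cutoff set per campaign, cut at about 30% in these data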;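 also: 0% = DMSO wells and 100% = unlabeled Bim-BH3 peptide competitor; inhibitors lower millipolarization by displacing the labeled peptide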
AGP1-GFP MLPCN = modulators of AGP1-GFP expression in yeast TOR pathway, primary screen, cell-based, multiplex flow cytometry, S. cerevisiae, MLPCN library. 3 h; GFP as percent of DMSO wells. GFP response vs DMSO, % at 10 µM. actives 0.02% (n = 320,000). AID 2066, 2009;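 active = GFP response relative to DMSO above a set limit, near screen average plus 3 SD, cut at about 150% in these data; inconclusive = fewer than 70 cells counted for the yeast strain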;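 also: median GFP channel fluorescence of the gated AGP1 strain per well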
Active calls of the source: *; ? = inconclusive; / = not tested or not shown; [ ] = dose if it differs, or a comment.

1) CCCC1CCc2c(c3ccccc3[nH]c2=O)O1 (stereo unspecified)
2) O=C(NC(C(=O)c1ccccc1)N1CCCCCC1)c1ccco1 (stereo unspecified)
3) CNCCOc1ccccc1OC(C)C
4) CC(/C=C/C=C/c1ccccc1)=N/NC(=O)c1ccc2c(c1)OCCO2
5) CC1CCN(CCCNC(=O)C2CCN(S(=O)(=O)N3CCC4(CC3)OCCO4)CC2)CC1
6) O=C(CSc1ccccc1C(=O)O)c1ccccc1
7) COc1cccc(CNC(=O)c2ccc(C)c(S(=O)(=O)N3CCCCC3)c2)c1
8) CN(C(=O)COC(=O)C1CCN(S(=O)(=O)c2c(Cl)cccc2Cl)CC1)C1CCS(=O)(=O)C1 (stereo unspecified)

Compound,1,2,3,4,5,6,7,8
GRK2 aptamer HTS,2,0,0,0,0,0,1,2
MCL1-BIM inh,6,0,-5,-5,-2,-6,-8,-4
VLA-4 inh,2,4,11,2,8,8,6,-4
GLD-1 TGE inh,6,9,3,2,4,-12,-3,-3
Fam108B inh,1,5,-2,1,0,2,-4,0
CIT2 TOR yeast,103,100,102,101,?,91,96,100
MEX-5 binding,1.0,-0.3,-1.9,2.2,1.0,1.5,-1.7,-2.0
BCLXL inh,2,6,-1,1,3,-5,-3,-5
AGP1-GFP MLPCN,94,99,104,101,18[may fluoresce violet],93,102,105

9) O=C(NN=C1CCCC1)c1ccccc1O
10) Cn1nnnc1SCC(=O)NCc1cccs1
11) CC[C@H](C)[C@H](NC(N)=O)C(=O)Nc1ccc(S(=O)(=O)NC(C)C)cc1
12) Brc1cc(Cc2nnc(-c3ccccc3)o2)c(Br)s1
13) COc1ccc(CNC(=O)c2ccc3c(c2)NC(=O)C(C)S3)cc1 (stereo unspecified)
14) O=C(Nc1ccccc1)Nc1ccccc1C(=O)NCC1CC1
15) C#CCN(C(=O)Nc1ccccc1)c1ccccc1
16) COc1cc(-c2c(-c3ccc4c(c3)OCO4)noc2C)ccc1F

Compound,9,10,11,12,13,14,15,16
GRK2 aptamer HTS,0,8,1,0,0,0,6,0
MCL1-BIM inh,13,8,-1,-8,15,0,-1,6
VLA-4 inh,8,21,6,18,/,1,-11,28
GLD-1 TGE inh,3,-3,2,3,-3,0,3,4
Fam108B inh,3,2,-2,-1,5,-1,0,0
CIT2 TOR yeast,102,110,109,104,88,97,87,65
MEX-5 binding,-0.8,-0.3,0.2,-1.3,1.4,-0.2,2.7,1.0
BCLXL inh,5,5,1,-2,10,2,0,1
AGP1-GFP MLPCN,108,111,102,112,97,96,97,74

17) N#Cc1c(Nc2ccccc2Cl)s[nH]c1=O
18) Nc1ncc(Br)cc1Br
19) O=[N+]([O-])c1ccc(Nc2ccc3ccccc3c2)nc1
20) O=C(COc1ccccc1)Nc1ncccn1
21) N=c1ccn(Cc2cccc(F)c2)cc1
22) CCc1cccc(Nc2cc(C)nc3ncnn23)c1
23) Oc1ccccc1-c1nc2ccccc2nc1-c1ccccc1
24) Cc1ccc(NC(=O)C(C)N2C(=O)c3ccccc3C2=O)cc1 (stereo unspecified)

Compound,17,18,19,20,21,22,23,24
GRK2 aptamer HTS,0,0,2,0,0,1,2,3
MCL1-BIM inh,-47,15,-12,3,7,0,-7,-3
VLA-4 inh,3,0,11,-2,16,9,0,17
GLD-1 TGE inh,2,2,-3,2,1,-3,6,-1
Fam108B inh,-1,2,2,3,2,0,1,1
CIT2 TOR yeast,84,94,94,89,99,98,104,90
MEX-5 binding,-0.4,-0.4,2.7,2.7,-2.9,1.4,3.4,1.9
BCLXL inh,-43,5,-8,0,1,-1,0,4
AGP1-GFP MLPCN,112,101,90,90,94,99,97,102

25) Cc1csc(=N)n1CC(=O)N1CCc2ccccc21
26) NC(=O)CN(c1ccccc1)C1SC(=O)N(Cc2ccccc2)C1=O (stereo unspecified)
27) CCc1nn(-c2ccccc2)c(N)c1C#N
28) CCCn1c(SCC(=O)Nc2cc(Cl)ccc2OC)nc(O)cc1=O
29) O=C(Nc1cc(Cl)ccc1-n1cncn1)c1cc(F)cc(F)c1
30) COc1ccc(CNC(=O)c2ccc(NS(=O)(=O)c3ccc4[nH]c(=O)[nH]c4c3)cc2)cc1OC
31) CC(=O)Oc1cc2c(C(=O)NCCCN3CCOCC3)c(C)oc2c2ccccc12
32) COc1cccc(Nc2ncnc3sc(C)cc23)c1

Compound,25,26,27,28,29,30,31,32
GRK2 aptamer HTS,1,3,1,0,2,0,1,0
MCL1-BIM inh,8,13,4,-1,-20,3,-6,2
VLA-4 inh,7,8,5,-1,2,-3,7,9
GLD-1 TGE inh,5,-3,-3,1,-3,-1,20,-2
Fam108B inh,2,0,2,/,-2,/,-1,-3
CIT2 TOR yeast,85,103,105,102,90,79,101,86
MEX-5 binding,-0.6,-1.0,0.4,/,-0.3,/,-1.6,0.1
BCLXL inh,6,12,6,-3,-16,1,8,5
AGP1-GFP MLPCN,90,109,99,102,108,88,101,87

33) Cc1ccccc1CN1C(=O)CS/C1=N/N=C/c1ccco1
34) CNc1nc(=S)[nH]c2ccccc12
35) Cc1ccc(C(=O)N/C(=C\c2cccnc2)C(=O)N2CCCC2)cc1
36) CCOc1cc(S(=O)(=O)Nc2ncn[nH]2)ccc1Br
37) CN(C(=O)C1CCN(S(=O)(=O)c2ccccc2)CC1)c1c(N)n(Cc2ccccc2)c(=O)[nH]c1=O
38) CC(NC(=O)C(c1ccccc1)c1ccccc1)C(=O)O (stereo unspecified)
39) O=C(NC1CCCC1)c1ccc2nc[nH]c2c1
40) Cc1cc(NC(=O)COC(=O)c2cc([N+](=O)[O-])ccc2N2CCOCC2)ccc1Br

Compound,33,34,35,36,37,38,39,40
GRK2 aptamer HTS,0,0,1,5,0,0,3,0
MCL1-BIM inh,10,7,-1,3,-9,8,6,-5
VLA-4 inh,-6,-2,1,10,-7,13,-10,9
GLD-1 TGE inh,0,2,7,10,-2,2,1,1
Fam108B inh,0,0,-1,3,-4,-2,2,-13
CIT2 TOR yeast,83,104,101,94,94,100,112,85
MEX-5 binding,3.2,-0.7,0.2,1.5,-0.5,0.1,-3.1,0.6
BCLXL inh,2,11,2,4,-4,5,1,-9
AGP1-GFP MLPCN,97,97,105,103,101,100,102,108

41) COc1cccc(C(=O)N[C@@H](C)C(=O)N2CCC3(CC2)NCCc2[nH]cnc23)c1
42) Cc1ccc(C(=O)N2CCN(c3ccccc3F)CC2)cc1S(=O)(=O)N1CCOCC1
43) CCN(CC)S(=O)(=O)c1cc(NC(=O)CCc2c(C)noc2C)ccc1C
44) CCC(C(=O)NCc1ccc(F)cc1)N(CCc1ccccc1)C(=O)c1snc(C(N)=O)c1N (stereo unspecified)
45) Cc1c(C(C)NC(=O)Nc2ccc(F)cc2F)cnn1C (stereo unspecified)
46) CC(=O)Nc1ccc(Oc2sc(C(=O)c3ccccc3)c(N)c2C#N)cc1
47) O=[N+]([O-])c1sccc1CS(=O)(=O)c1ccccc1
48) CC(=O)c1ccc(NCCC(=O)c2ccccc2)cc1

Compound,41,42,43,44,45,46,47,48
GRK2 aptamer HTS,0,0,0,1,3,10,2,0
MCL1-BIM inh,-1,4,/,3,2,-2,6,3
VLA-4 inh,-2,-1,5,7,1,-4,6,-12
GLD-1 TGE inh,6,-1,1,0,14,1,3,-1
Fam108B inh,0,1,/,2,2,2,-1,2
CIT2 TOR yeast,97,/,110,101,107,102,92,98
MEX-5 binding,-0.5,-2.2,/,1.9,-0.9,2.5,-0.7,-1.2
BCLXL inh,1,5,/,2,3,-2,5,12
AGP1-GFP MLPCN,93,90,99,104,110,104,108,91

49) CCCN1CCN(CCCNC(=O)c2ccc(NC(=O)C3=C(C)OCCS3)cc2)CC1
50) CCn1c2ccccc2c2nnc(SCC(N)=O)nc21
51) CC(=O)Nc1c(C)cc(OCC(=O)O)cc1C
52) Cc1ccnc(NC(=O)CNC(=O)COc2ccccc2)c1
53) CCC1CCCCN1CCCNC(=O)C(C)n1nc(C)c2sc3ccccc3c2c1=O (stereo unspecified)

Compound,49,50,51,52,53
GRK2 aptamer HTS,0,0,1,2,0
MCL1-BIM inh,1,4,7,2,9
VLA-4 inh,3,-10,6,-2,-2
GLD-1 TGE inh,-1,-5,0,5,-2
Fam108B inh,0,-1,-4,0,0
CIT2 TOR yeast,115,104,95,105,100
MEX-5 binding,1.6,-2.3,2.8,1.2,-0.2
BCLXL inh,0,4,6,0,1
AGP1-GFP MLPCN,117,108,103,104,96

Gathered by group, those above containing two or more sulfur atoms
8) CN(C(=O)COC(=O)C1CCN(S(=O)(=O)c2c(Cl)cccc2Cl)CC1)C1CCS(=O)(=O)C1 (stereo unspecified)
10) Cn1nnnc1SCC(=O)NCc1cccs1
47) O=[N+]([O-])c1sccc1CS(=O)(=O)c1ccccc1

Compound,8,10,47
GRK2 aptamer HTS,2,8,2
MCL1-BIM inh,-4,8,6
VLA-4 inh,-4,21,6
GLD-1 TGE inh,-3,-3,3
Fam108B inh,0,2,-1
CIT2 TOR yeast,100,110,92
MEX-5 binding,-2.0,-0.3,-0.7
BCLXL inh,-5,5,5
AGP1-GFP MLPCN,105,111,108
